# Source: PubChem BioAssay (National Center for Advancing Translational Sciences (NCATS))
# CBFb-RUNX1 inh: inhibitors of human CBF-beta and RUNX1 interaction; Potency, µM (top dose mostly 59.8 µM), without a hit: top-dose activity, negative = inhibition, actives largely listed as inhibitors; AlphaScreen CBFb-His/RUNX1-biotin binding, biochemical; 230,000 tested, under 10 active; note: % of control where 0% means no effect
# Target sequence (Q01196 whole entry, looked up): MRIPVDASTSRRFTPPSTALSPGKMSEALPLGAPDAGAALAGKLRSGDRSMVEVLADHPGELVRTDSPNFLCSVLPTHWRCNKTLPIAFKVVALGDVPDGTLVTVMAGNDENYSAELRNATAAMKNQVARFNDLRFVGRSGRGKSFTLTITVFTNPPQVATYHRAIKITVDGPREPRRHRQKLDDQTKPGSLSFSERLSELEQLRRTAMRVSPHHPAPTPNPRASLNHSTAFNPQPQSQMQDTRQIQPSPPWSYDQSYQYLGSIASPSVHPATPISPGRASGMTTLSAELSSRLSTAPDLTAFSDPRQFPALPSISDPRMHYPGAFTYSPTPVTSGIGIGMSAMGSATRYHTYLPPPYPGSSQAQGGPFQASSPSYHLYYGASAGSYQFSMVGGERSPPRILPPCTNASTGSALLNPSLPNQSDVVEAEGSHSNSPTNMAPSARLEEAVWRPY
# Target sequence (Q13951 whole entry, looked up): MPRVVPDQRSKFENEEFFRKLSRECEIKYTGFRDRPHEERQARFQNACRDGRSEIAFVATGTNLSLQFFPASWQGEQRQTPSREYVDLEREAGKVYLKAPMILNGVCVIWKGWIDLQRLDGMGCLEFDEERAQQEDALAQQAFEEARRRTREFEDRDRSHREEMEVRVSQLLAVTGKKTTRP
#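 AlphaScreen binding: CBFb-His and RUNX1-biotin (30 nM each) preincubated 20 min, compound added for 15 min, then nickel and streptavidin beads for 90 min, all at room temperature. Disruption of the interaction by any mechanism counts as activity.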
# LMNA splice mod: LMNA splicing modulation; HeLa LMNA splicing GFP/RFP minigene ratio, 48 h; Potency, µM (series often up to 46.1 µM), without a hit: at the highest dose ratio change, negative = inhibition, actives largely listed as inhibitors; 0.01% of 200,000 active; AID 1487; active = well fitted inhibition curve with a large enough effect in the signal ratio, with a control signal flat, not every such curve was filed as active; inconclusive = small, poorly fitted or top-dose-only effect, or effect the other way, or a change in a side signal; the % refers to the signal ratio; note: potency is the fitted concentration of half-maximal effect; % is set by controls: 0 for no effect and ±100 for the full control effect
#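 S3 HeLa cells stably expressing lamin A-EGFP splicing minigene plus DsRed2, 600 cells/well, 48 h compound exposure at 37C. Laser-scanning cytometry; analysed as GFP (500-530 nm)/RFP (575-640 nm) total intensity ratio; 0.5% DMSO vehicle.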
# Epigenetic derep: epigenetic control regulation, reporter derepression; murine LDR cells, GFP reporter derepression, 30 h; Potency, µM (titrated, usually from 53.9 µM), for the others: at the highest dose GFP activation, most hits filed as activators; 0.2% of 280,000 active; note: potency is the fitted concentration of half-maximal effect; % of control where 0% means no effect; nearly all actives have a fitted effect of over 60% in size
#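 Derepression of a silenced CMV-GFP reporter in murine LDR cells is scored by enumerating GFP-positive cells with a laser-scanning microplate cytometer after 30 hours of treatment at 37 C.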
# IMPase Li inh: membrane-permeable IMPase blocker, potentiated with lithium. CHO-M1 cells, IP1 TR-FRET (IP-One), carbachol + lithium. Potency, µM (top dose mostly 59.4 µM), for inactives: at the highest dose activity, negative = IMPase inhibition, usual class: inhibitors. 0.35% of 210,000 active;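 note: IP1 builds up when IMPase is blocked and the TR-FRET signal falls; potency is the fitted concentration of half-maximal effect; plate controls were basal vehicle for no effect and high inhibitor control for full effect; nearly all actives have a fitted effect of over 50% in size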
#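 IP1 accumulation measured by competitive TR-FRET in lysed CHO-M1 cells after 30 min compound exposure at 37C, with a small lithium addition to potentiate weak responses. Hill-equation AC50 from ratio and donor-channel data.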
# NPSR antag: neuropeptide S receptor (human) antagonism, cAMP; Q6W5P4; CHO-NPSR cells, cAMP TR-FRET, antagonist mode; Potency, µM (highest dose often 38.3 µM), without a hit: at the top dose activity change, negative = inhibition, actives largely listed as inhibitors; 1% of 220,000 active; AID 1461; note: potency is the fitted concentration of half-maximal effect; % is set by controls: 0 for no effect and ±100 for the full control effect; nearly all actives have a fitted effect of over 50% in size; many of its hits are not listed in these tables
# Target sequence (Q6W5P4 whole entry, looked up): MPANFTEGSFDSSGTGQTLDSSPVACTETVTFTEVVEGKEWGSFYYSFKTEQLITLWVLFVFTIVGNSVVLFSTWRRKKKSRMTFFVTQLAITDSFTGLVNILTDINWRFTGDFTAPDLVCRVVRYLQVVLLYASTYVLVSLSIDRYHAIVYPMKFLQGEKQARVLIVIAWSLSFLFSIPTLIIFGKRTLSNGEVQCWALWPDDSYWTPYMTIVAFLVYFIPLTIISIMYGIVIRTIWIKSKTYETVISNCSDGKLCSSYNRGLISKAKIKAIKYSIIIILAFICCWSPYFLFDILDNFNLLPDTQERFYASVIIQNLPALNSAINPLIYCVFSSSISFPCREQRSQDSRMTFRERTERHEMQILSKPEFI
# HttQ103 aggreg: reduces HttQ103-GFP aggregates in PC12 cells | Potency, µM (highest dose often 46.1 µM), without a hit: at the highest dose activity change, negative = inhibition, usual class: inhibitors | PC12 HttQ103-GFP aggregates, Acumen cytometry, 40 h | AID 1688 | 1.1% of 220,000 active; note: potency is the fitted concentration of half-maximal effect; % is set by controls: 0 for no effect and ±100 for the full control effect; nearly all actives have a fitted effect of over 60% in size
#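 Compounds (qHTS titration) were added to PC12 cells expressing an ecdysone-driven HTT exon 1 Q103–GFP fusion after induction with 100 nM tebufenozide. Aggregate formation was measured as GFP objects in cell lysates.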
# KinaseGlo FLuc: blocks Kinase-Glo luciferase, a counter-screen artifact. 0.28% of 200,000 active. Q27757. Potency, µM (highest dose often 38.3 µM), without a hit: top-dose activity change, negative = inhibition, hits mostly inhibitors. Kinase-Glo luciferase, ATP luminescence, 8 min; note: potency is the fitted concentration of half-maximal effect; % is set by controls: 0 for no effect and ±100 for the full control effect; nearly all actives have a fitted effect of over 60% in size
#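 Compounds were added to a substrate mix at pH 7.2 (50 mM imidazole, 10 uM ATP, within the enzyme's linear range), followed by Kinase-Glo detection reagent; luminescence was measured after 8 minutes at ambient temperature.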
# An asterisk follows results filed as active; ? = inconclusive; . = no result given; & = joins results of further samples; [ ] = another dose, or the depositor's remark. Unless noted, calls come from the whole dose curve; as a rule, active = well fitted curve in the direction sought with a large enough effect; inconclusive = small, poorly fitted or top-dose-only effect, or another doubt; inactive = no such curve, though single readings can be large; an effect the other way counts as inactive or inconclusive.
SMILES,CBFb-RUNX1 inh,LMNA splice mod,Epigenetic derep,IMPase Li inh,NPSR antag,HttQ103 aggreg,KinaseGlo FLuc
Nc1ccc(Cc2nc3cc4ccccc4cc3[nH]2)cc1,-3%,?,1.2%,-5%[38.3 µM],9%[46.1 µM],-2%,-4%
CCCCCCCn1c(=N)n(CC(=O)c2ccco2)c2ccccc21,2%,?,-0.7%,35%[activator][38.3 µM],-24%[46.1 µM],?,-2%
COc1ccc(C2C(C(=O)N3CCN(c4ccccn4)CC3)CC(=O)N2c2ccc(OC)cc2)cc1 (configuration not stated),15%,?,1.1%,5%,-23%[46.1 µM],-9%,-2%
COc1ccc(F)cc1S(=O)(=O)N1CCN(Cc2ccc3c(c2)OCO3)CC1,-1%,?,0.0%,19%[38.3 µM],-18%[46.1 µM],8%,0%
CC1(C)CC(=O)C2=C(C1)N(c1ccc(F)cc1)C(=O)C2(NC(=O)c1ccccc1)C(F)(F)F (configuration not stated),5%,-16%,0.0%,-5%,-40%,8%,-2%
CCN(CC)c1ccc(CNc2ccc(Br)cn2)cc1,-18%,9%,0.8%,-1%[38.3 µM],-4%[46.1 µM],8%,0%
O=C(Nc1ccccc1OC(F)F)c1ccccc1,12%,-1%,-2.2%,5%,-10%[46.1 µM],15%,4%
CCC1CCCCN1CCCNC(=O)c1cc2c(Cl)nc3ccccc3c2s1 (configuration not stated),1%,?,3.3%&1.1%,20%,-40%,?,2%
C=CCNc1nc(N)c(C(=O)c2ccc3c(c2)OCO3)s1,-3%,1%,2.2%,5%[38.3 µM],-9%[46.1 µM],-17%,0%
CC(C)(C)C(=O)COC(=O)c1cc(-c2ccncc2)nc2ccccc12,-9%,-6%[46 µM],-1.6%,9%,-18%,5%,0%
Cc1ccc(-c2cccc(CN3CCN(C4CCN(C(C)C)CC4)C(CCO)C3)c2)o1 (configuration not stated),-4%,?,2.6%,11%,-22%,-2%[9.22 µM],2%
O=C1N/C(=N/O)S/C1=C/c1cccc([N+](=O)[O-])c1,1%,.,-2.4%,4%,-29%,-28%,-2%

# The final 4 entries of the section above open the next one.
SMILES,CBFb-RUNX1 inh,LMNA splice mod,Epigenetic derep,IMPase Li inh,NPSR antag,HttQ103 aggreg,KinaseGlo FLuc
C=CCNc1nc(N)c(C(=O)c2ccc3c(c2)OCO3)s1,-3%,1%,2.2%,5%[38.3 µM],-9%[46.1 µM],-17%,0%
CC(C)(C)C(=O)COC(=O)c1cc(-c2ccncc2)nc2ccccc12,-9%,-6%[46 µM],-1.6%,9%,-18%,5%,0%
Cc1ccc(-c2cccc(CN3CCN(C4CCN(C(C)C)CC4)C(CCO)C3)c2)o1 (configuration not stated),-4%,?,2.6%,11%,-22%,-2%[9.22 µM],2%
O=C1N/C(=N/O)S/C1=C/c1cccc([N+](=O)[O-])c1,1%,.,-2.4%,4%,-29%,-28%,-2%
COc1ccccc1NCC(=O)N/N=C/c1sccc1C,-1%,.,-4.7%,-2%,-2%,10%,1%
COc1cccc(C(=O)N/N=C/c2ccc(Oc3ccc([N+](=O)[O-])cn3)c(OC)c2)c1,-8%,?,2.0%,5%,9%,-8%,0%
Cc1cc(C)c(C(=O)C2OC(=O)C(C)(C)C(=O)C2(C)C)c(C)c1 (configuration not stated),4%,10%,5.8%,23%[38.3 µM],-7%[46.1 µM],-7%,-2%
c1ccc(-n2ncc3c(NCCN4CCOCC4)ncnc32)cc1,4%,-1%,-0.2%,-2%[38.3 µM],9%[46.1 µM],4%,-8%
Nc1nc(Nc2ccccc2F)nc(NCc2ccco2)c1[N+](=O)[O-],-13%,.,-1.6%,.,24%,37%[9.22 µM],.
CCCCC(=O)NN(C)c1nc(-c2ccccc2)nnc1C(F)(F)F,0%,-3%,4.8%,16%[38.3 µM],-9%[46.1 µM],-5%,1%
O=C1C(=O)N(c2cccc(Cl)c2)C(c2ccccc2[N+](=O)[O-])/C1=C(\O)c1ccccc1 (configuration not stated),-14%,?,0.0%,-1%[38.3 µM],-17%[46.1 µM],2%,-1%
O=C(Nc1ccccc1)c1ccc(S(=O)(=O)N(CCO)CCO)cc1,7%,12%,0.9%,23%[38.3 µM],0%[46.1 µM],-16%,1%
O=c1oc2ccccc2n1CCCCCn1c(=O)oc2ccccc21,0%,7%,-0.9%,-18%[38.3 µM],?,-3%,0%
O=C(Nc1nc(-c2cc(Cl)sc2Cl)cs1)c1ccc(Br)s1,4%,3%,-0.7%,22%[38.3 µM],?,?,-2%
COC(=O)c1cccc(NC(=O)CSc2nnc(COc3ccc(C#N)cc3)n2-c2ccccc2)c1,8%,?,-6.3%,34%[activator][38.3 µM],-23%[46.1 µM],0%,0%
COc1ccc(C(=O)NNC(=O)CN2CCC(n3nnc4cc(C)ccc43)CC2)cc1,7%,?,-1.0%,6%,29%,-5%,-2%
CCCC(=O)Nc1sc(C)c(C)c1C(=O)Nc1cccc(C)c1,0%,9%[0.0737 µM],-0.9%,6%[38.3 µM],-25%[46.1 µM],26%,0%
Cc1c(N=Cc2nc3ccccc3[nH]2)c(=O)n(-c2ccccc2)n1C,-10%,6%,0.0%,3%[38.3 µM],-23%[46.1 µM],9%,-22%
O=C(O)C1CCCCC1C(=O)NC1CCCCC1 (configuration not stated),3%,-1%,-1.1%,14%[38.3 µM],-1%[46.1 µM],-7%,3%
O=C1C(=O)N(CCOCCO)C(c2ccccn2)/C1=C(\O)c1ccccc1 (configuration not stated),4%,2%,8.0%,.,15%[46.1 µM],-7%,.
COc1ccc(CNC(=S)N/N=C/c2ccc(O)c(OC)c2)cc1,-13%,2%,-1.8%,6%,5%,-12%,2%
O=C(NC1CCCC1)c1noc2c1CCCCC2,-4%,-3%,9.5%,57%[activator][38.3 µM],3%[46.1 µM],-5%,-7%
O=C(NC1(C(F)(F)F)C(=O)Nc2c1c(=O)[nH]c(=O)n2Cc1ccccc1)c1ccco1 (configuration not stated),0%,10%,4.7%,-1%[38.3 µM],0%[46.1 µM],4%,-4%
O=C(CN1C(=O)S/C(=C/c2ccc(N3CCOCC3)cc2)C1=O)N1CCOCC1,8%,-2%,?,4%,-23%,-7%,-10%
CCCC(=O)NC(c1ccccc1Cl)c1c(O)ccc2ccccc12 (configuration not stated),-3%,-19%,-1.1%,3%,?,?,-2%
COc1cccc(/C=N/Nc2nc3ccccc3n3cnnc23)c1O,-22%,?,1.0%,11%,-26%[46.1 µM],8.9µM*,-5%
c1ccc(CSc2nnc(-c3cccs3)o2)cc1,15%,10%,-0.5%,10%[38.3 µM],-10%[46.1 µM],16%[9.22 µM],-3%
COC(=O)COc1cc(Br)c(/C=C2/SC(=O)N(CC(=O)N3CCCC3)C2=O)cc1OC,0%,-5%,-0.1%,5%[38.3 µM],-24%[46.1 µM],?,0%
O=C(NCc1ccco1)c1cccnc1Cl,-9%,?,4.8%,-8%,-3%,-2%,-2%
COc1ccc(-n2c(=O)c3ccccc3n(Cc3ccccc3F)c2=O)cc1OC,3%,.,-5.6%,-9%,-9%,3%,14%
C=CCCC(=O)Nc1ccc(COC(=O)N2CCOCC2)cc1,1%,8%,-2.0%,22%[38.3 µM],3%[46.1 µM],-11%,-1%
Cc1ccccc1OCC(=O)Nc1nnc(C2CCCCC2)s1,-4%,.,0.1%,.,5%,-11%[9.22 µM],.
CC12CCC(C(=O)NCc3ccccc3Cl)(OC1=O)C2(C)C (configuration not stated),12%,.,-0.5%,0%,0%,-12%,1%
C=C1CCC(O)C/C1=C\C=C1/CCCC2(C)C1CCC2C(C)CCCC(C)C (configuration not stated),-4%[21.7 µM],.,-1.6%,2%,.,.,-1%
O=C(CSc1oc(-c2cccs2)nc1S(=O)(=O)c1ccc(F)cc1)NCC1CCCO1 (configuration not stated),-3%,1%,0.0%,4%[38.3 µM],-22%[46.1 µM],-14%,4%
Cn1nc(C(C)(C)C)c(NC(=O)c2ccc(F)cc2)c1C(C)(C)C,5%,.,-1.4%,.,-9%[7.67 µM],9%[9.22 µM],.
O=c1c2ccccc2nc2ccc(N3CCOCC3)nn12,3%,12%,-0.3%,3%[38.3 µM],-15%[46.1 µM],-2%,-23%
CCC(C)NC(=O)C1c2ccccc2C(=O)N1Cc1ccccc1OC (configuration not stated),1%,-7%,-0.9%,3%,-12%[46.1 µM],-13%,3%

# Quoted at random: three entries already listed, in no set order.
SMILES,CBFb-RUNX1 inh,LMNA splice mod,Epigenetic derep,IMPase Li inh,NPSR antag,HttQ103 aggreg,KinaseGlo FLuc
c1ccc(CSc2nnc(-c3cccs3)o2)cc1,15%,10%,-0.5%,10%[38.3 µM],-10%[46.1 µM],16%[9.22 µM],-3%
COC(=O)c1cccc(NC(=O)CSc2nnc(COc3ccc(C#N)cc3)n2-c2ccccc2)c1,8%,?,-6.3%,34%[activator][38.3 µM],-23%[46.1 µM],0%,0%
Cc1ccc(-c2cccc(CN3CCN(C4CCN(C(C)C)CC4)C(CCO)C3)c2)o1 (configuration not stated),-4%,?,2.6%,11%,-22%,-2%[9.22 µM],2%

# In the list so far, 3 have two or more sulfur atoms:
SMILES,CBFb-RUNX1 inh,LMNA splice mod,Epigenetic derep,IMPase Li inh,NPSR antag,HttQ103 aggreg,KinaseGlo FLuc
O=C(Nc1nc(-c2cc(Cl)sc2Cl)cs1)c1ccc(Br)s1,4%,3%,-0.7%,22%[38.3 µM],?,?,-2%
c1ccc(CSc2nnc(-c3cccs3)o2)cc1,15%,10%,-0.5%,10%[38.3 µM],-10%[46.1 µM],16%[9.22 µM],-3%
O=C(CSc1oc(-c2cccs2)nc1S(=O)(=O)c1ccc(F)cc1)NCC1CCCO1 (configuration not stated),-3%,1%,0.0%,4%[38.3 µM],-22%[46.1 µM],-14%,4%

# Only part of the results is shown, so the mix of outcomes need not match the whole.
